# Bioassay records: PubChem BioAssay, NCI
# All columns: NCI-60 one-dose screen, growth in % after 48 h at 10 µM unless noted; 100 = growth as untreated, 0 = no growth, -100 = all killed.
# COLO 205: COLO 205 colon cancer; 7.3% of 79,000 active
# RXF 393: RXF 393 renal cancer cells; 6.9% of 77,000 active
# NCI-H23: NCI-H23 lung cancer; 4% of 80,000 active; AID 1794731
# NCI-H460: NCI-H460 lung cancer; 6.8% of 82,000 active; AID 1794736
# A498: A498 renal cancer cells; 5.4% of 76,000 active
# NCI-H226: NCI-H226 lung cancer | 3.5% of 79,000 active | AID 1794732
# NCI-H322M: NCI-H322M lung cancer | 2.7% of 80,000 active
# NCI-H522: NCI-H522 lung cancer; AID 1794739; 8% of 78,000 active
# HT29: HT29 colon cancer | 7.4% of 81,000 active | AID 1794748
# Active calls of the source: *; nt = no result given; & = joins results of further samples. The calls were made as follows: active = growth percent below 10; inactive = the rest. Outcome played no part in choosing rows. Share with any hit: about 12%.
SMILES,COLO 205,RXF 393,NCI-H23,NCI-H460,A498,NCI-H226,NCI-H322M,NCI-H522,HT29
CN(C)C1(C)C=CC2CC1C2(C)C (stereo unspecified),107,107,98,106,83,111,109,95,86
NCCC1CCCCCC1,106,95,119,108,105,96,104,nt,nt
C[C@@H]1O[C@@H](OC[C@H]2OC(Oc3c(-c4ccc(OCCO)c(OCCO)c4)oc4cc(OCCO)cc(O)c4c3=O)[C@H](O)[C@@H](O)[C@@H]2O)[C@H](O)[C@H](O)[C@H]1O (stereo partly specified),102,107,109,112,100,101,97,103,101
O=C1CC(c2ccc3c(c2)OCO3)Nc2cc3c(cc21)OCO3 (stereo unspecified),-27*,-11*,45,6.0*,-17*,64,57,-9.0*,1.5*
CCC(O)(Cc1ccccn1)Cc1ccccn1,106,125,102,110,118,121,97,87,105
Cc1ccc(C2(O)CCN(Cc3ccccc3)CC2)cc1,98,119,99,110,nt,109,103,96,101
C#C[C@]1(O)CC[C@H]2[C@@H]3CC=C4c5sc(N=C(N)N)nc5CC[C@]4(C)[C@H]3CC[C@@]21C,-39*,-57*,29,-14*,-91*,35,28,-24*,-1.0*
O=C(Nc1cc(-c2ccccc2)[nH]n1)c1ccc(Cl)cc1,104,32,88,56,79,88,79,72,67
COc1ccc2[nH]cc(/C=N/Nc3cccc(Cl)n3)c2c1,58,nt,64,47,120,48,71,27,61
CCCCC(C(=O)O)c1ccccc1 (stereo unspecified) (tested in a mixture with another compound),101,110,107,103,111,95,91,nt,98
CN(NC(=O)NN(C)C(=O)c1ccccc1)C(=O)c1ccccc1,109,100,102,112,102,100,nt,99,103
O=c1[nH]c2ccccc2c(O)c1/C=N/C(=S)NC1CCCCC1,101,129,84,107,88,106,102,99,109
CC(=O)OC1Oc2ccccc2-c2oc(=O)c(-c3cc4ccc(N(C)C)cc4oc3=O)cc21 (stereo unspecified),67,nt,36,75,14,55,69,6.7*,72
O=C1CCCCC1Nc1ccc(Br)cc1 (stereo unspecified),113,105,104,112,111,104,116,101,102
COc1ccc(NC(=O)CCn2c(=O)c3c(ncn3C)n(C)c2=O)cc1,107,124,100,110,95,110,110,88,90
C[N+]1(C2CCC3CCCC2C3=O)CCCC1 (stereo unspecified),107,131,100,112,117,105,103,92,109
Cc1ccc(-c2nc(C#N)c(NCC(c3ccc(Cl)cc3)N3CCCCC3)o2)cc1 (stereo unspecified),93,84,94,87,104,99,95,87,85
COC(=O)CC1OC(C)C23OC2(C(=O)c2c(C4CCC(C(C)O)N4C)ccc(O)c2C3O)C1O (stereo unspecified),114,113,112,111,107,107,103,97,101
CNC(=O)c1cn2c3c(c(N4CCN(C)CC4)c(F)cc3c1=O)OC[C@@H]2C,110,103,96,103,93,93,nt,90,96
Nc1ncc(C(=O)O)c(N)n1,114,109,109,108,95,113,106,109,114
NC(=O)N1c2ccccc2C=Cc2ccccc21,108&107,98&103,81&92,103&103,81&97,110&88,109&106,92&93,93&108
CCN1C/C(=N\S(=O)(=O)c2ccccc2)N(CC)C1=S,107,117,94,108,nt,101,101,94,108
CCOC(=O)/C=C/c1ccc(O)c(OC)c1,123,107,101,116,nt,103,98,83,103
COc1ccc(-c2cc(C#N)c(/N=C\NNC(=O)c3cccnc3)o2)cc1,117,100,102,105,99,107,107,99,111
Fc1cc(-c2nnc(Nc3ccc(Cl)cc3)o2)cc(F)c1F,136,118,103,76,136,98,103,92,99
COc1ccc(C(=O)c2cc(C(=O)/C=C/c3ccc(N(C)C)cc3OC)c3cc(C)ccn23)cc1,111,103,103,103,112,95,96,93,108
NC(=O)NCc1ccccc1,104,106,nt,105,97,110,nt,80,104
CC(N)C(O)(c1ccccc1)c1ccccc1 (stereo unspecified),99,110,103,105,78,96,92,82,95
C[C@@H]1O[C@@H](O[C@@H]2C[C@H](c3ccc4c(c3O)C(=O)C3=C(C4=O)[C@@]4(O)C(=O)C[C@](C)(O)C[C@@]4(O)C=C3)O[C@H](C)[C@H]2O)C[C@H](O)[C@H]1O,113,97,102,102,103,100,105,87,109
CCOC(=O)/C(C#N)=C\c1c[nH]c2ccccc12,99,nt,86,109,153,80,110,70,105
O=C(Cn1cc(CSc2nc3ccccc3o2)nn1)Nc1ccc(F)cc1F,127,103,96,117,112,86,104,111,128
COc1cc(Cn2c(SCc3ccc(Cl)cc3)nc3ccccc3c2=O)cc(OC)c1OC,74,92,86,93,98,76,95,51,59
O=Cc1cc([N+](=O)[O-])ccc1O,94,99,100,103,101,91,98,103,98
C[C@@H](O)CC[C@@]12C(I)=C3CCCC[C@@]3(C)[C@@H]1CCc1cc3c(cc12)OCO3,111,93,92,95,105,98,105,81,78
COc1ccc2c(C3(c4cn(C)c5cc(OC)ccc45)C(=O)Nc4ccccc43)cn(C)c2c1,85,98,93,97,94,62,84,88,92
Nc1ccc(S(=O)(=O)Nc2nccs2)cc1N=Nc1ccccc1[N+](=O)[O-],97,108,94,107,110,80,111,nt,104

# Whole records, looked up by structure. Screens in order: COLO 205 | RXF 393 | NCI-H23 | NCI-H460 | A498 | NCI-H226 | NCI-H322M | NCI-H522 | HT29
# Record of COc1ccc(C(=O)c2cc(C(=O)/C=C/c3ccc(N(C)C)cc3OC)c3cc(C)ccn23)cc1 : 111 | 103 | 103 | 103 | 112 | 95 | 96 | 93 | 108
# Record of Fc1cc(-c2nnc(Nc3ccc(Cl)cc3)o2)cc(F)c1F : 136 | 118 | 103 | 76 | 136 | 98 | 103 | 92 | 99
# Record of C[C@@H]1O[C@@H](O[C@@H]2C[C@H](c3ccc4c(c3O)C(=O)C3=C(C4=O)[C@@]4(O)C(=O)C[C@](C)(O)C[C@@]4(O)C=C3)O[C@H](C)[C@H]2O)C[C@H](O)[C@H]1O : 113 | 97 | 102 | 102 | 103 | 100 | 105 | 87 | 109
# Record of CC(N)C(O)(c1ccccc1)c1ccccc1 (stereo unspecified) : 99 | 110 | 103 | 105 | 78 | 96 | 92 | 82 | 95
# Record of Nc1ccc(S(=O)(=O)Nc2nccs2)cc1N=Nc1ccccc1[N+](=O)[O-] : 97 | 108 | 94 | 107 | 110 | 80 | 111 | nt | 104

# New compounds follow:
SMILES,COLO 205,RXF 393,NCI-H23,NCI-H460,A498,NCI-H226,NCI-H322M,NCI-H522,HT29
CC(=O)Nc1cccc(C[P+](c2ccccc2)(c2ccccc2)c2ccccc2)c1,94,93,99,nt,nt,85,98,nt,99
Cc1csc(/N=C(N)/N=C(\N)c2ccccc2F)n1,105,112,93,99,112,94,97,98,107
Cc1nn(-c2ccccc2)cc1/C=C(\C#N)C(=O)Nc1sc2c(c1C#N)CCCC2,98,79,96,99,nt,85,106,100,101
O=C(O)CN(CCN1CC(=O)OC(=O)C1)CCN1CC(=O)OC(=O)C1,39,78,62,32,68,67,88,50,15
O=C(NC1CCCC1)c1ccc(C(=O)NC2CCCC2)cc1,111,111,nt,111,84,102,nt,99,98
CCCCOc1cc(C(=O)NCCN(CC)CC)c2ccccc2n1,93&90,94&81,106&89,103&110,95&81,105&94,95&100,103,92&58
O=C(CN1CCNCC1)Nc1cccc(-c2cc3ccccc3[nH]2)c1,92,94,67,72,68,82,83,58,67
COc1cc(/C=N\NC(=O)c2cnn(CC(O)c3ccccc3)c2N)cc(OC)c1OC (stereo unspecified),nt,105,108,85,nt,nt,104,91,105
COc1ccc(CCC(N)c2ccccc2)cc1OC (stereo unspecified),103,nt,95,107,113,102,102,92,93
O=C(O)c1cn(C2CC2)c2cc(N3CCN(Cc4nnc(Nc5ccccc5)o4)CC3)c(F)cc2c1=O,104,118,105,104,92,108,93,93,94
CC(c1ccccn1)C(C)(O)C(C)c1ccccn1 (stereo unspecified),108,115,104,113,105,103,118,112,nt
N=C(N)CC(N)=O,111,133,100,110,108,121,106,87,98

# Continued, overlapping the part above by three compounds.
SMILES,COLO 205,RXF 393,NCI-H23,NCI-H460,A498,NCI-H226,NCI-H322M,NCI-H522,HT29
O=C(O)c1cn(C2CC2)c2cc(N3CCN(Cc4nnc(Nc5ccccc5)o4)CC3)c(F)cc2c1=O,104,118,105,104,92,108,93,93,94
CC(c1ccccn1)C(C)(O)C(C)c1ccccn1 (stereo unspecified),108,115,104,113,105,103,118,112,nt
N=C(N)CC(N)=O,111,133,100,110,108,121,106,87,98
C[N+](C)([O-])c1ccc(/C=C/c2c(F)cccc2F)cc1,nt,122,80,96,65,102,86,72,95
COC(C)CCO (stereo unspecified),109,97,105,108,118,95,102,88,106
Cn1c(O)c(/C=N/c2nccs2)c2ccccc21,117,53,85,108,35,81,104,nt,115
COc1cc(OC)cc(-c2n[nH]nc2-c2ccc3c(c2)OCO3)c1,-61*,nt,30,12,-1.6*,92,55,-42*,1.0*
O=C(/C(=C/c1cccc([N+](=O)[O-])c1)c1ccccc1)c1ccccc1,86,nt,68,68,66,59,81,44,53
CC(=O)c1ccc(NC(=O)CN2CCN(c3cc(=O)[nH]c4ccc(F)cc34)CC2)cc1,111,105,99,97,90,97,103,93,107
Cc1ccc(-c2nc3sccn3c2/C=C/C(=O)c2ccccc2C(F)(F)F)cc1,107,72,81,83,55,87,91,69,82
N#Cc1c(-c2ccccc2)c2c(N)nn(-c3ccccc3)c2[nH]c1=O,119,121,96,104,111,95,101,100,117
COc1ccc2nc3cc(Cl)ccc3c(NCCNCC(O)CO)c2c1 (stereo unspecified),0.9*,9.6*,24,0.3*,8.4*,43,21,3.2*,6.4*
O=C(O)c1ccc(N/N=C/c2cn(-c3ccc(C(=O)O)cc3)nc2-c2ccc(F)cc2)cc1,131,110,116,104,102,96,103,94,103
NS(=O)(=O)c1ccc(N2C(=O)[C@H]3CC=CC[C@H]3C2=O)cc1,99,122,93,107,nt,105,nt,95,95
Cc1cc2nc3c(=O)[nH]c(=O)nc-3n(CC(O)C(O)C(O)CO)c2cc1C (stereo unspecified),116&93,96&119&107,104&90&95,108&104&118,120&60&128,99&89&100,75&104&101,67&80&84,109&91&100
Cc1nn(-c2ccccc2)c2c1N=c1s/c(=C\c3ccc(C(F)(F)F)cc3)c(=O)n1C(C)N2 (stereo unspecified),137,nt,92,107,107,105,86,61,206
O=C(Sc1nnc(-c2sc3nnc(-c4ccccc4)c(-c4ccccc4)c3c2O)o1)c1ccccc1,131,112,113,100,nt,108,nt,105,108
CN(C)c1nc(-c2cccs2)n2nc(-c3ccco3)cc2n1,126,84,87,98,74,90,106,96,93
CC1CCC(C(O)(C(=O)O)C2CCCCC2)CC1C (stereo unspecified),112,103,104,107,104,97,nt,105,107
Cc1nc2ccccc2c2[nH]n(-c3ccc(C#N)cc3)c(=O)c12,nt,112,100,107,nt,nt,99,93,106
Oc1c(-c2[nH]c3ccccc3c2O)[nH]c2ccccc12,95,112,94,98,99,94,106,107,nt
CC(=O)N1N=C(c2ccccc2)CC1c1c(C)nn(-c2ccccc2)c1N1CCOCC1 (stereo unspecified),98,100,95,99,96,86,108,nt,89
Cc1cc(N2CCN(C)CC2)nc(NC2CCCC(Nc3ccnc4cc(Cl)ccc34)C2)n1 (stereo unspecified),-76*,-62*,36,-27*,54,5.7*,-6.3*,-46*,-53*
CC1(CO)CCCC1NCCNC1CCCC1(C)CO (stereo unspecified),103&114,119&109,107&109,112&104,111&102,102&99,98&139,94,103&91
COc1cccc(/C=C/c2sc(N3N=C(c4ccc(Cl)cc4)CC3c3cccnc3)nc2C)c1 (stereo unspecified),110,102,102,103,115,104,101,91,108
COc1cc2oc(C(=O)N[C@@H](Cc3ccccc3)C(=O)C(=O)NCc3ccccc3)c(C)c(=O)c2cc1O,109,96,100,101,62,96,96,88,106
C/C(=N/Nc1ccc([N+](=O)[O-])cc1[N+](=O)[O-])C(C)(C)C,107,111,97,105,88,104,89,89,99
CNc1ccc(CSc2ccc(C)cc2)cc1,86,64,91,81,nt,33,89,4.7*,100
CCCC(=O)NC(c1cccnc1)c1ccc2c(C)ccnc2c1O (stereo unspecified),9.5*,20,38,6.1*,38,17,27,1.0*,20
O=[N+]([O-])c1cccc(-c2nc3sccn3c2-c2ccnc(NCCNS(=O)(=O)c3ccc(Br)cc3)n2)c1,52,67,77,60,50,53,81,64,47
N#Cc1c(N)n2c(nc1=Nc1ccc([N+](=O)[O-])cc1)sc1cc(Cl)ccc12,nt,114,79,87,102,88,96,77,99
CC(C)Cn1cnc2c3ccccc3nc(NCn3nc(-c4cc(Cl)cc(Cl)c4Cl)n(/N=C/c4ccc(F)cc4)c3=S)c21,105,94,86,111,96,72,84,nt,120
Cc1c(C(=O)C(SC(=S)N2CCN(c3ccccc3)CC2)SC(=S)N2CCN(c3ccccc3)CC2)nnn1-c1ccc([N+](=O)[O-])cc1,100,131,104,114,142,94,104,89,99
O=C(Nc1ncccc1OCc1ccc(F)cc1)Nc1cccc2ccccc12,97,70,80,93,79,96,81,57,49
COC(=O)CCCCCCCCC(C)c1ccc(C(C)=O)cc1 (stereo unspecified),114,111,100,108,112,104,121,101,101
Cc1ccc(F)cc1N/C=c1\s/c(=C(\C#N)C(=O)Nc2ccccc2)n(-c2ccccc2)c1=O,99,6.5*,58,72,-17*,20,82,75,73
CCOC(=O)C(CCC1CCCCC1)C(C)=O (stereo unspecified),151,nt,117,110,116,93,114,104,109
CC(C)CC(N)C(=O)NNc1n[nH]c(=S)n1N (stereo unspecified),105,nt,99,106,91,98,103,94,102
CCCCN(CCCC)c1ccc(C(=N)c2ccc(N(CCCC)CCCC)cc2)cc1,-96*,-95*,-77*,-86*,-26*,-91*,12,-87*,-81*
ClC(Cl)(Cl)C1CO1 (stereo unspecified),113,121,104,104,nt,95,107,91,101
Cc1c(Cl)ccc2c(C(O)CBr)cc(-c3ccccc3)nc12 (stereo unspecified),108,137,96,99,85,106,96,87,102
Cc1ccc(/C=C(\C#N)c2cc3ccccc3[nH]2)o1,107,111,93,99,91,91,105,85,97
